# Screens: PubChem, National Center for Advancing Translational Sciences (NCATS)
# Pf growth 48h – inhibits P. falciparum growth in the first generation, 48 h; P. falciparum luciferase growth in erythrocytes, 48 h; Potency, µM (highest dose often 28.7 µM), for the others: at the highest dose activity change, negative = inhibition, hits mostly inhibitors; 310,000 compounds, 5.9% hits; AID 504832; also: potency is read from the fitted curve at half-maximal effect; % is scaled to controls: 0 for no effect and ±100 for the full control effect
#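 Luciferase-expressing parasites in RBCs, 2% Hct / 0.1% parasitemia final; RPMI 1640 + 0.5% Albumax; 37 C, 5% CO2, one generation; luminescence read-out, lower signal = inhibition.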
# Shiga toxin inh – inhibitors of Shiga toxin in Vero cells; Vero cells, Shiga toxin protein synthesis inhibition reporter; inhibition, % at 38.7 µM; 290,000 compounds, 9.2% hits; in the data active = inhibition mostly above about 28%, no sharp cut-off; inactive = mostly below about 43%; also: 0% is about no effect
# LmPK inh – inhibitors of Leishmania mexicana pyruvate kinase; Q27686; purified LmPK, Kinase-Glo ATP luminescence, 1 h; Potency, µM (titrated, usually from 57.5 µM), for the others: top-dose activity change, negative = inhibition, actives largely listed as inhibitors; 290,000 compounds, 0.37% hits; AID 1721; also: potency is read from the fitted curve at half-maximal effect; % is scaled to controls: 0 for no effect and ±100 for the full control effect
# Target sequence (Q27686 whole entry, looked up): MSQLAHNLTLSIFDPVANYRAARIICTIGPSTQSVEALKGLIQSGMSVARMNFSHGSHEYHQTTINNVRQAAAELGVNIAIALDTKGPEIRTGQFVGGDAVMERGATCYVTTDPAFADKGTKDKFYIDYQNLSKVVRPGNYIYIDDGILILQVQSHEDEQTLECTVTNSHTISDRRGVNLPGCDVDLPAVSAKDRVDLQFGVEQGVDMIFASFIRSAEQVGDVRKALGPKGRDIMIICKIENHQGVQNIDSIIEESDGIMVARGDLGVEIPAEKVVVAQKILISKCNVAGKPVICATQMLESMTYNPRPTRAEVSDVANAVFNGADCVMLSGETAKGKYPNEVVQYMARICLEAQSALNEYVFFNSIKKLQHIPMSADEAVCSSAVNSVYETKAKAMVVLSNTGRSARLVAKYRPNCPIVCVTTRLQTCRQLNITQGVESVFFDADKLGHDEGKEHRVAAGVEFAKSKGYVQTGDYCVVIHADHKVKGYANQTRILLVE
#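 ATP generated from ADP (0.1 mM) and PEP (0.5 mM) by 0.1 nM LmPK over 1 h at room temperature (pH 7.2 imidazole buffer) was detected by coupled luciferase luminescence. Values were normalized to uninhibited and no-enzyme wells.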
# TbPYK inhibitor – T. brucei pyruvate kinase inhibition. 410,000 compounds, 0.12% hits. Potency, µM (doses to about 76.8 µM), for the others: at the highest dose activity, negative = inhibition, usual class: inhibitors. Q57TT1. AID 624173. TbPYK enzyme, Kinase-Glo Plus ATP luminescence, 45 min; also: potency is read from the fitted curve at half-maximal effect; % is scaled to controls: 0 for no effect and ±100 for the full control effect; nearly all actives have a fitted effect of over 50% in size
#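 ADP (130 uM final) triggers the TbPYK reaction after compound addition; incubation is 45 min at room temperature. Kinase-Glo Plus is then added and luminescence imaged. Normalized data are fitted to concentration-effect curves.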
# Pf growth 96h – inhibits malaria parasite growth, 96 h; 320,000 compounds, 6.9% hits; Potency, µM (top dose mostly 28.7 µM), for inactives: top-dose activity change, negative = inhibition, actives largely listed as inhibitors; P. falciparum luciferase reporter growth, 96 h; also: potency is read from the fitted curve at half-maximal effect; % is scaled to controls: 0 for no effect and ±100 for the full control effect
#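 96 h incubation, 37 C, 5% CO2, of luciferase-reporter P. falciparum-infected RBCs (2% hematocrit, 0.05% parasitemia final) with test compounds; endpoint luminescence.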
# HCV inh – HCV inhibition | Huh7.5.1 HCVcc-Cre infection, luciferase reporter, 44 h | Potency, µM (top dose mostly 41.8 µM), for the others: at the highest dose activity change, negative = inhibition, usual class: inhibitors | 340,000 compounds, 3.4% hits | AID 651820; also: potency is read from the fitted curve at half-maximal effect; % is scaled to controls: 0 for no effect and ±100 for the full control effect
#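 HCVcc-Cre virus at an moi near 0.5 was added right after compound to cells cultured 4 h from seeding (1,000 cells/well). Luciferase activity was determined 44 h later, 15 min after substrate addition at RT.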
# Cycloheximide cs – counter-screen hit for Shiga toxin inhibitors, cycloheximide; max response, %; cell reporter, cycloheximide protein synthesis inhibition counterscreen; 300,000 compounds, 12% hits; in the data active = max response mostly above about 13%, no sharp cut-off; inactive = mostly below about 14%; also: read at 38.3 µM for the half of the compounds with a filed dose; 0% is about no effect
# * marks the source's active call; other numbers are inactive results; ? = inconclusive; . = no result given; [ ] = dose if it differs, or a comment. Unless noted, calls follow the shape of the dose curve; as a rule, active = well fitted curve in the direction sought with a large enough effect; inconclusive = small, poorly fitted or top-dose-only effect, or another doubt; inactive = no such curve, though single readings can be large; an effect the other way counts as inactive or inconclusive. The order is random, and some 24% of all compounds hit somewhere here.
SMILES,Pf growth 48h,Shiga toxin inh,LmPK inh,TbPYK inhibitor,Pf growth 96h,HCV inh,Cycloheximide cs
Nc1nc(Nc2cccc(Cl)c2)nc(NCc2ccco2)c1[N+](=O)[O-],?,35.8,2.2%,-0.7%,?,?,34.3*
Cc1ccc(S(=O)(=O)N(C)C)cc1NC(=O)CSc1nncs1,?,.,.,-3.2%,21.3%,30.7%[activator],.
COCc1c(CN)cnc(C)c1N,10.6%,-1.9,-2.7%,1.9%,42.6%[activator],8.7%,-5.1
O=C(N/C(=C\c1cccnc1)C(=O)N1CCCCC1)c1cccc(Br)c1,6.4%,1.0,-5.4%,1.4%,-3.9%,2.6%,-5.4
CCC(Cc1ccccc1)NC(=O)C1CCN(S(=O)(=O)c2c(C)noc2C)CC1 (stereo unspecified),-9.8%,-16.3,0.8%,3.0%,.,7.3%,-1.1
CCOC(=O)CN(C(=O)c1ccccc1)c1ccccc1C,-25.6%,-6.4,-17.4%,1.7%,8.9%,0.0%,-2.3
Fc1ccc(CNc2nc3ccccc3n3nnnc23)cc1,.,77.9,0.5%,-8.4%,14.7µM*,4.6%,13.3*
CCOC(=O)CNC(=O)CSc1nnc(-c2ccccc2)n1Cc1ccco1,-0.4%,-11.4,-16.9%,?,11.7µM*,8.1%,7.8
O=S(=O)(c1cc(Cl)cc(Cl)c1O)N1CCC2(CC1)OCCO2,48.5%[activator],-1.2,-4.6%,-12.2%,?,?,-4.7
Cc1nc(SCC(=O)Nc2cccnc2Cl)nc(C)c1C,41.0%[activator],25.1,5.1%,-10.3%,-4.5%,-0.6%,-1.5
Clc1ccc(-c2nnnn2-c2ccc(Cl)cc2)cc1,-12.5%,-5.7,0.3%,-0.1%,4.2%,-13.5%,-1.5
c1ccc2c(Cn3nnc4ccccc43)cccc2c1,-21.2%,-12.5,-10.4%,-1.2%,.,4.2%,5.6
Cc1cccc(N2CCN(S(=O)(=O)c3ccc4c(c3)C(C)(C)C(=O)N4C)CC2)c1C,?,-3.6,1.4%,3.1%,42.3%[activator],0.0%,-1.1
Cc1cccc(C)c1NC(=O)C1CCCN1S(=O)(=O)c1ccc2c(c1)n(C)c(=O)c(=O)n2C (stereo unspecified),-18.0%,-1.7,-5.9%,-3.8%,?,19.9%,1.1
CC1Cc2ccccc2N1C(=O)CSc1nc2c(c(=O)n(C)c(=O)n2C)n1Cc1ccccc1 (stereo unspecified),5.86µM*,15.0,0.5%,2.3%,-21.7%,3.55µM*,-1.0
Cc1cc(C)n(C(C)CNC(=O)c2ccc3c(c2)OCO3)n1 (stereo unspecified),17.8%,11.2,-4.8%,-8.0%,-20.1%,10.5%,4.1
CCOc1ccc(C(=O)CCC(=O)Nc2ccncc2)cc1,?,.,.,-1.9%,?,0.8%,.
CSc1nnc(Cc2cc(=O)[nH]c(=O)[nH]2)n1-c1cc(C)ccc1C,9.0%,-4.8,3.1%,-1.8%,3.2%,18.4%,-0.1
CC(=O)Nc1cc(S(=O)(=O)Nc2cccc(C)c2)c(C)cc1C,-29.7%,17.0,3.4%,-0.5%,34.9%[activator],-11.9%,-2.8
O=C(Nc1cc(C(F)(F)F)cc(C(F)(F)F)c1)Nc1cnn(-c2ccc([N+](=O)[O-])cc2)c1C(F)(F)F,1.85µM*,5.4,7.5%,4.0%,?,?,1.0
O=C(Nc1ccc(Cc2ccc(NC(=O)C3CC3)cc2)cc1)C1CC1,-7.5%,-9.3,3.1%,-5.4%,31.1%[activator],1.2%,0.7
CSc1n[nH]c(/N=C/c2oc(O)c3ccccc23)n1,14.4%,-14.2,10.7%,-1.9%,16.2%,14.0%,-3.0
CN(C)c1ccc(/C=N/NC(=O)CCc2nc3ccccc3[nH]2)cc1,54.7%[activator],20.8,4.1%,0.2%,70.7%[activator],-1.2%,3.0
COC(=O)c1ccc(CN(C(=O)N2CCN(C)CC2)S(=O)(=O)c2ccc(C)cc2)cc1,36.2%[activator],.,.,-6.1%,40.5%[activator],18.5%,.
CCCCn1c(C)cc(/C=C(\C#N)C(=O)O)c1C,3.4%,-13.1,0.8%,-4.3%,-0.3%,1.3%,-2.1
CCc1nn(C(C)C(=O)NCCc2ccc(OC)c(OC)c2)c(=O)c2cc3occc3n12 (stereo unspecified),-7.8%,-3.4,-10.4%,-7.0%,1.1%,?,-3.9
CC(C)COc1cccc(C(=O)NC(=S)Nc2cccc(NC(=O)c3ccccc3Cl)c2)c1,7.0%,-6.8,3.2%,-0.1%,1.6%,5.9%,1.1
CC1Cc2cc(S(=O)(=O)N3CCN(c4ccccc4F)CC3)ccc2N1C(=O)C1CC1 (stereo unspecified),7.7%,-8.2,-0.1%,-6.4%,?,?,-1.2
O=C(c1cc(S(=O)(=O)N2CCOCC2)c(Cl)cc1Cl)N1CCCCC1,-12.7%,-13.1,-1.8%,-14.7%,-16.7%,?,-3.5
COc1cc(N=Nc2cccc(S(N)(=O)=O)c2)c2ccccc2c1N,4.15µM*,60.7,?,-14.3%,2.94µM*,?,11.6
Cc1cc(C)nc(N2CCC(C(=O)NCc3cccs3)CC2)n1,8.6%,-3.1,-2.1%,-1.2%,.,.,-10.7
Cc1ccccc1N(C(=O)CNC(=O)c1ccco1)C(C(=O)NC1CCCCC1)c1ccncc1 (stereo unspecified),-6.2%,15.5,4.8%,-13.9%,-0.7%,6.0%,-3.6
COc1ccccc1NS(=O)(=O)c1ccc(NC(=O)N2CCCCC2)cc1,-6.0%,0.9,-10.5%,3.4%,18.4%,.,-3.3
CC1CC1c1ccc(/C=C(\C#N)C(=O)Nc2ccccc2Cl)o1 (stereo unspecified),50.5%[activator],30.1*,-5.4%,-5.8%,47.6%[activator],-19.9%,51.7*
COC(=O)c1ccc(NC(=O)CN2CCN(c3cccc(Cl)c3)CC2)cc1,-3.9%,-6.1,-7.0%,-7.0%,.,-1.4%,-1.0
CCCCOc1ccc(NC(=O)C(=O)NCCCn2ccnc2)cc1,38.8%[activator],-11.7,4.8%,0.5%,?,?,-5.2
CCOC(=O)C1(c2nc(N)cs2)COC(=O)C1 (stereo unspecified),-27.4%,-2.8,1.5%,-20.4%,-9.6%,16.6%,-5.2
O=C(NCCF)[C@H]1C[C@@H]1[C@H](NP(=O)(c1ccccc1)c1ccccc1)c1ccccc1,-9.0%,12.2,2.9%,-2.2%,?,3.9%[8.37 µM],6.8
O=C(COc1ccc(Cl)cc1Cl)N1CCCC1,.,-3.3,2.5%,2.9%,-14.0%,-10.2%,1.0
Cc1cccc(C(C)Nc2ccc([N+](=O)[O-])cn2)c1 (stereo unspecified),?,1.4,2.4%,2.1%,?,-18.6%,4.1
COc1ccc(-n2c(-c3ccccc3[N+](=O)[O-])nc3ccccc3c2=O)cc1,-9.0%,-3.7,-2.9%,-29.8%,?,3.5%,0.9
CCCOC(=O)c1ccc(Cl)c(NC(=O)c2cccnc2)c1,?,-11.5,1.3%,.,32.4%[activator],.,-0.8
Cc1ccc(N2C(=O)CS(=O)(=O)CC2=O)cc1,23.8%,15.0,-1.5%,5.2%,41.8%[activator],6.2%,-6.8
O=C(Cc1ccc2c(c1)OCCO2)N1CCN(S(=O)(=O)c2cccs2)CC1,55.7%[activator],30.9,0.2%,5.3%,93.4%[activator],2.5%,15.2
N#C/C(=C(/O)CCl)c1nc2ccccc2[nH]1,?,-3.4,-0.3%,-6.0%,10.4µM*,?,6.7
Cc1ccc(S(=O)(=O)NC(C)c2ccccc2)cc1[N+](=O)[O-] (stereo unspecified),16.0%,-5.6,6.9%,1.4%,11.7µM*,-5.5%,-1.4
CCN(CC)CCCN1C(=O)C(O)=C(C(=O)c2ccco2)C1c1ccc(OC(C)C)cc1 (stereo unspecified),39.9%[activator],40.5,-6.8%,1.7%,?,26.3%,21.6*
NC(=O)CSc1nnc(NC(=O)c2ccc(S(=O)(=O)N3CCCCC3)cc2)s1,?,.,.,-3.4%,3.9%,-12.5%,.
COc1ccc(S(=O)(=O)N2CCOC2CNC(=O)C(=O)NCCN2CCOCC2)cc1C (stereo unspecified),0.3%,2.9,-1.5%,3.6%,-1.2%,.,-0.8
CC1CCCC(C)N1CC(O)Cn1c2ccccc2c2ccccc21 (stereo unspecified),-26.1%,-0.3,-0.3%,4.8%,1.2%,-2.9%,-4.8
O=C(NNC(=O)c1csc(-c2cnccc2C(F)(F)F)n1)c1ccc(C(F)(F)F)cc1,-12.4%,9.1,3.2%,-1.3%,?,?,-1.4
CC1Sc2ccc(S(=O)(=O)CCC(=O)NCc3ccccc3)cc2NC1=O (stereo unspecified),-0.7%,-4.9,5.0%,-0.7%,?,-1.3%,-9.2
CCOc1ccc(-n2c(C)cc(/C=N/N(C)C)c2C)cc1,?,46.5,-6.3%,-2.4%,?,?,-2.4
CC1(C)CC(NC(=O)C23CCC(C)(C2Br)C3(C)C)CC(C)(C)N1 (stereo unspecified),-19.9%,14.8,3.4%,1.6%,-22.1%,-13.4%,-1.2
CCC(=O)N1CCN(c2ccc(NC(=S)NC(=O)c3cccc([N+](=O)[O-])c3)cc2)CC1,1.6%,17.8,6.4%,-4.2%,7.38µM*,-25.1%,-2.9
Cc1ccc(NC(=S)NCCc2ccc(S(N)(=O)=O)cc2)cc1C,-3.3%,-18.9,-2.5%,-11.4%,-14.6%,?,0.0
CC1CCCCN1C(=O)CSc1nc(-c2ccccc2)cc(=O)[nH]1 (stereo unspecified),-5.0%,-2.9,-4.3%,-5.8%,9.5%,11.6%,-3.2
CCN(CC)S(=O)(=O)c1ccc(S(=O)(=O)N2CCN(C(=O)c3ccco3)CC2)cc1,-6.2%,7.8,8.3%,-6.9%,23.2%,11.8%,-4.6
CC(C(=O)NN=C(c1ccccc1)c1ccccc1)N1CCOCC1 (stereo unspecified),?,-3.9,1.5%,10.5%,-2.3%,7.7%,-2.7
Cc1cccc(C)c1NC(=O)CSc1nnc(-c2cccnc2)o1,15.2%,20.7,1.1%,-3.9%,-24.6%,6.8%,7.3
Cn1c(SCc2ccccn2)nnc1-c1cnccn1,39.1%[activator],57.1*,-4.9%,6.1%,-1.0%,7.9%,37.7*
O=C(CCNS(=O)(=O)c1ccc(Cl)cc1)NCc1cccnc1,14.1%,-23.4,1.1%,4.3%,35.2%[activator],4.3%,-3.0
CCOc1ccc(CC2S/C(=N/N=C/c3ccco3)NC2=O)cc1 (stereo unspecified),-18.8%,-10.2,-8.3%,5.3%,65.2%[activator],20.9%,13.3

# Reformatted with bars between the fields: 3 of the compounds above
SMILES | Pf growth 48h | Shiga toxin inh | LmPK inh | TbPYK inhibitor | Pf growth 96h | HCV inh | Cycloheximide cs
CC1CCCC(C)N1CC(O)Cn1c2ccccc2c2ccccc21 (stereo unspecified) | -26.1% | -0.3 | -0.3% | 4.8% | 1.2% | -2.9% | -4.8
O=C(NNC(=O)c1csc(-c2cnccc2C(F)(F)F)n1)c1ccc(C(F)(F)F)cc1 | -12.4% | 9.1 | 3.2% | -1.3% | ? | ? | -1.4
CC1Sc2ccc(S(=O)(=O)CCC(=O)NCc3ccccc3)cc2NC1=O (stereo unspecified) | -0.7% | -4.9 | 5.0% | -0.7% | ? | -1.3% | -9.2
